From PubChem
OXTR potentiator = human OXTR potentiation | CHO-OTR cells, Fluo-8 calcium fluorescence, potentiator mode; 0% = oxytocin EC15, 100% = EC100 | P30559 | 0.061% of 320,000 active | AID 2445 | activation, % at 3 µM;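 active means activation above that plate's cutoff, the mean activation of tested compounds plus 3 SD, cut at about 6.6% in these data, passing the limit was not always enough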;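 further: 100% uses oxytocin at 75 nM as the full agonist control; some results filed as inactive read as strong as hits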
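Measured by – Fluo-8 calcium dye fluorescence · Test system – human OTR in CHO cells · Dosing – one concentration, 3.0 µM compound · Controls – EC15 oxytocin alone as 0%, 75 nM oxytocin as 100% · Evaluation – normalized max/min fluorescence ratio, % activation · Timing – 6 min pre-incubation, 100 s read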
CHRM1 antagonist = antagonists of human M1 muscarinic receptor; CHO-K1 hM1, Fluo-8 calcium fluorescence, ACh EC80 antagonist; inhibition, % at 3 µM; 1.3% of 360,000 active;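 active means percent inhibition above its own plate's cutoff, namely the mean of that plate's compound wells plus 3 SD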;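 further: peak over basal fluorescence ratio during 140 s after agonist addition; 0% = ACh EC80 plus DMSO and 100% = DMSO alone without agonist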
Target sequence (P11229 whole entry, looked up): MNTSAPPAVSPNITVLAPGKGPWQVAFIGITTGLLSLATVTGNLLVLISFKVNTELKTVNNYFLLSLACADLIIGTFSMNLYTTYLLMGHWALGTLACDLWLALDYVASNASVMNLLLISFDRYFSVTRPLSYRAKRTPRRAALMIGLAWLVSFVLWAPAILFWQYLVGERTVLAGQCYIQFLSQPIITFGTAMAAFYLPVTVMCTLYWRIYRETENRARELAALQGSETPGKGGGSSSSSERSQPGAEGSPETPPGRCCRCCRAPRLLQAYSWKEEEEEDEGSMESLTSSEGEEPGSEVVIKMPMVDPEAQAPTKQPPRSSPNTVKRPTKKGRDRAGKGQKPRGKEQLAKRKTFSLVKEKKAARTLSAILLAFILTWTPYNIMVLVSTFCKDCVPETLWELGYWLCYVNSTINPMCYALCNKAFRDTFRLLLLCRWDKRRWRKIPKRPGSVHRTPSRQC
CHO-K1 Ca ag = counter-screen for M1 agonists: effect in parental CHO-K1 cells; 0.48% of 360,000 active; Fluo-8 calcium fluorescence; scaled to maximal ATP response, vehicle zero; AID 602248; activation, % at 3 µM; in the data active means activation above about 15%;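 further: untransfected CHO-K1 host cells lacking M1 receptor as counterscreen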
TAAR1 ag = agonists of human TAAR1; Q96RJ0; CHO RD-HGA16 TAAR1, Fluo-8 calcium fluorescence; vehicle wells 0%, saturating PEA agonist 100%; activation, % at 3 µM; 0.99% of 360,000 active; AID 624467;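 active means activation above the mean activation of all test compounds in the run plus 3 SD, cut at about 38% in these data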
Target sequence (Q96RJ0 whole entry, looked up): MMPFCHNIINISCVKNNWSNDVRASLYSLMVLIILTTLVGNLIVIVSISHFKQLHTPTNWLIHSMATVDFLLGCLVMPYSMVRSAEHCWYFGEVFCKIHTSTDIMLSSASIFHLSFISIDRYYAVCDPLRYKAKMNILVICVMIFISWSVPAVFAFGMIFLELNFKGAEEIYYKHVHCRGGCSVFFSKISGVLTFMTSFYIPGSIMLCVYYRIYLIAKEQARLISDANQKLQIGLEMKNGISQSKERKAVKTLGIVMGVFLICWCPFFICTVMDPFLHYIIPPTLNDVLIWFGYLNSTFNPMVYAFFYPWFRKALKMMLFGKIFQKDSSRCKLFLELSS
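System: CHO RD-HGA16 cells carrying human TAAR1 plus Gα16; Incubation: 17-24 h seeding, 75 min 37 °C dye, 30 min RT; Measured by: Fluo-8 fluorescence, 5 s baseline then 140 s kinetic read; Control set: DMSO and PEA EC100; Replication: single well for each compound.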
CHO parental Ca = counter-screen: ATP calcium response change in parental CHO cells. parental CHO-K1, ATP-induced calcium, Fluo-8 fluorescence. inhibition, % at 5.6 µM. 0.63% of 330,000 active;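 active means inhibition above that plate's mean sample inhibition plus 3 SD, cut at about 26% in these data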;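 further: 0% = ATP-challenged DMSO wells and 100% = DMSO wells without ATP; some compounds past the cut are filed as inactive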
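Material – parental CHO cells · Reagent – ATP stimulus · Compound – single nominal dose of 5.6 µM per compound · Detection – Fluo-8 fluorescence · Read-out basis – percent inhibition of calcium signal · Controls – ATP-challenged DMSO wells low, unchallenged DMSO wells high · Repeats – no replicates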
M1 ag = human M1 muscarinic receptor agonism. activation, % at 3 µM. P11229. 0.33% of 360,000 active. CHO-K1 hM1, Fluo-8 calcium fluorescence, agonist mode; 0% DMSO, 100% acetylcholine EC100;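 active means activation above the run's mean compound activation plus 3 SD, cut at about 16% in these data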;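 further: peak over basal fluorescence ratio within a 140 s kinetic read after compound addition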
CHO-K1 Ca PAM = nonselective activator or artifact in parental CHO-K1 calcium assay; ATP EC20, Fluo-8 calcium fluorescence; 0% at ATP EC20, 100% at ATP max; activation, % at 3 µM; 0.02% of 360,000 active; AID 602247;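 active means activation above the run cutoff, the mean activation of all test compounds plus 3 SD, cut at about 40% in these data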;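 further: peak over basal fluorescence ratio in a 140 s read after ATP addition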
TAAR1 antagonist = human TAAR1 antagonism | CHO RD-HGA16 TAAR1, Fluo-8 calcium fluorescence, antagonist | inhibition, % at 3 µM | 1.5% of 360,000 active | AID 624466;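 active means inhibition above a per-plate cutoff, the mean inhibition of test compounds on that plate plus 3 SD, cut at about 49% in these data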;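 further: 0% = DMSO plus EC80 beta-PEA response and 100% = DMSO alone without agonist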
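Assay system: CHO-derived RD-HGA16 cells stably expressing human TAAR1 plus Gα16. Timing: 140 s kinetic read after compound, 140 s after agonist. Technique: kinetic Fluo-8 calcium fluorescence measurement. Measure: % inhibition of agonist calcium response.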
CHO-K1 Ca antag = counter-screen for M1 antagonists: effect in parental CHO-K1 cells | inhibition, % at 3 µM | 0.6% of 360,000 active | ATP-induced calcium, Fluo-8 fluorescence;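 active means inhibition above a per-plate cutoff, the plate's mean sample inhibition plus 3 SD, cut at about 24% in these data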;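 further: 0% = DMSO plus EC80 ATP and 100% = DMSO alone without ATP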
* hit, by the source's call; . = no result given.

SMILES	OXTR potentiator	CHRM1 antagonist	CHO-K1 Ca ag	TAAR1 ag	CHO parental Ca	M1 ag	CHO-K1 Ca PAM	TAAR1 antagonist	CHO-K1 Ca antag
CC(=O)c1cccc(Nc2nc(-c3sc(N)nc3C)cs2)c1	-10	-25	0.5	0	-5	-1	11	-3	-7
COc1ccccc1NC(=O)Nc1nc(CC(=O)N2CCN(c3ccc(F)cc3)CC2)cs1	-2	19	11	17	-4	0	-4	72*	14
CC(=O)Nc1ccc(NC(=O)CSc2ccc3nnc(CCNS(=O)(=O)c4ccc(C)cc4)n3n2)cc1	-9	-16	-0.1	6	0	-2	-26	-45	9
COc1ccccc1Cn1c(=O)oc2ccccc21	.	-10	-0.3	4	.	-3	-12	-3	14
Cc1nn(-c2cccc([N+](=O)[O-])c2)c(N)c1-c1ccccc1	-1	-6	0.7	1	-2	-11	15	-2	-12
COc1cccc(OCC(O)CN2CCN(CCO)CC2)c1 (stereo not given)	-4	-35	-0.3	2	-11	-2	3	5	5
CC(C)(C)OC(=O)N1CCOCCOCCN(C(=O)OC(C)(C)C)CCOCC1	-16	-2	0.1	4	-6	0	-2	-15	4
CCOc1ccc(S(=O)(=O)N2CCC(C(=O)NCc3ccncc3)CC2)cc1C	-13	-14	-1.2	-1	-5	-2	-7	0	-25
CCN(CCn1cccn1)C(=O)c1cccc(OC2CCN(S(C)(=O)=O)CC2)c1	-7	-10	0.9	2	-6	-1	3	-9	-12
CCOC(=O)CC(=O)CSc1nc2ccccc2c(=O)n1-c1ccc(C(=O)NCCOC)cc1	1	-10	0.1	6	-12	1	-2	-1	6
O=C(O)C1CCc2nc(NCc3ccccc3)nc(NCc3ccccc3)c2C1 (stereo not given)	.	7	0.2	4	.	-5	-6	5	1
Cc1ccc(NC(=O)CN(C)C(=O)CCC(=O)c2cccs2)cc1	-10	-4	0.5	1	-5	-1	7	4	-12
O=C1CCC[C@@H]2[C@H]3CCC[N+]4([O-])CCC[C@@H](CN12)[C@@H]34 (stereo not given in full)	0	-10	0.1	-1	-1	-1	-13	15	-9
CC1CC(C)(C)NC(=S)N1CC(=O)NCc1ccccc1Cl (stereo not given)	-4	2	0.1	1	-14	-10	0	-3	-3
COc1cccc(/C=N/Nc2ncc(C(F)(F)F)cc2Cl)c1O	-1	-2	0.2	4	0	-9	16	-10	-6

TAAR1 antagonist, what is marked active above
| canonical_smiles | CHRM1 antagonist | M1 ag | TAAR1 antagonist |
| --- | --- | --- | --- |
| COc1ccccc1NC(=O)Nc1nc(CC(=O)N2CCN(c3ccc(F)cc3)CC2)cs1 | 19 | 0 | 72* |

(list continues)
SMILES	OXTR potentiator	CHRM1 antagonist	CHO-K1 Ca ag	TAAR1 ag	CHO parental Ca	M1 ag	CHO-K1 Ca PAM	TAAR1 antagonist	CHO-K1 Ca antag
CC(=O)c1ccc(NC(=O)CC(C)S(=O)(=O)c2ccc3c(c2)CCN3C(C)=O)cc1 (stereo not given)	-3	-4	1.9	1	-7	-4	-2	-17	-10
Nc1ccc(C(=O)OCCCc2nc3ccccc3[nH]2)cc1	-10	-3	1.0	11	-8	-3	9	15	-1
Cc1onc(-c2ccc(Cl)cc2)c1-c1ccnn1S(=O)(=O)c1cccc(C(F)(F)F)c1	-12	-13	0.8	1	-19	-1	7	-26	-11
CCNC(=O)/C(C#N)=C/c1c(N2CCN(C)CC2)nc2c(C)cccn2c1=O	-10	-10	0.1	1	-15	-6	9	-6	-13
CC(=O)Nc1ccc(NC(=O)C2CC(=O)N(c3ccc(Cl)cc3)C2)cc1 (stereo not given)	-5	-4	1.0	2	1	-5	10	-15	1
Cc1c(/C=N/O)sc2ccccc12	-6	-10	-0.6	0	-29	-7	-2	-13	-2
CCOc1nsc(OCC)n1	6	-12	1.2	1	2	-3	4	-5	-15
COC(=O)[C@]1(C)N[C@H](c2ccc(-c3cccc(Cl)c3)c(OC)c2)[C@@H]2C(=O)N(C)C(=O)[C@@H]21	-7	18	2.2	8	-14	1	-8	10	4
C=CCn1c(SCC(=O)Nc2ncc(Cc3ccc(C)c(Cl)c3)s2)nnc1-c1ccncc1	-6	-5	1.9	2	-20	-1	10	-36	-1
CCC(CC)C(=O)N(C)c1c(C)nc2c(OCc3ccccc3C)cccn12	.	-6	1.4	0	.	-7	-5	-28	-7
COc1ccc(-c2cn(Cc3ccc(C(=O)c4ccccc4)cc3)nn2)cc1	-10	.	.	14	14	.	.	33	.
O=C(CN1C(=O)NC2(CCCCCC2)C1=O)NCc1ccc(F)cc1	4	-3	0.8	1	-12	-2	10	17	-5
CCc1nnc2n1N=C(c1ccc(OC)cc1)CS2	-11	-3	8.6	13	-21	-4	12	-3	-6
CNC(=O)c1ccc(OCc2ccccc2)c(OC)c1	-5	-1	0.7	24	-7	-3	14	-6	-8
CC12Cc3ccc4ccccc4c3C=C1C[N+](C)(C)C2 (stereo not given)	-13	15	0.1	1	-11	-6	-2	-21	9
CC(Cc1cccs1)NC(=O)Nc1ccc([N+](=O)[O-])cc1 (stereo not given)	-15	10	13	15	16	-4	-7	2	23
COc1ccc(-c2csc(N)n2)cc1F	-5	-17	0.1	1	-11	-3	15	11	-17
CCn1cc([N+](=O)[O-])c(C(=O)Nc2nc(-c3ccc(C)cc3)c(C)s2)n1	-11	-13	-0.3	.	-16	-4	7	.	7
CC(C)CN1C(=O)NC(NC(=O)c2cccnc2)(C(F)(F)F)C1=O (stereo not given)	1	-6	0.2	1	-6	-6	17	-14	-21
COc1ccc(OC)c(C2NC(=O)NC(C)=C2C(=O)Nc2ccc(C)cc2C)c1 (stereo not given)	-13	5	0.3	0	-10	-6	-5	-3	-12
CCC(=O)N1CCc2cc(S(=O)(=O)NCCC(=O)N3CCN(Cc4ccccc4)CC3)ccc21	0	6	0.3	6	-10	-5	-4	14	-4
COc1ccccc1-c1cc(C(=O)N2CCOCC2)no1	6	1	-0.7	4	-11	-5	0	-29	-19
N#C/C(=C\c1cccc(NC(=O)c2ccccc2Cl)c1)C(=O)NCCc1ccccc1	-6	5	4.7	12	-9	-2	1	34	22
Cc1onc(-c2ccccc2)c1C(=O)Nc1ccc(S(=O)(=O)N2CCOCC2)cc1	-7	0	5.2	4	-13	-5	18	-19	-7
O=C1NCC(c2ccccc2)(c2ccccc2)C(=O)N1	.	5	0.0	0	.	-7	16	-3	-11
CCOC(=O)C1=CN(Cc2ccco2)S(=O)(=O)NC1c1ccc(Br)cc1F (stereo not given)	.	0	1.1	-2	-10	-5	13	-9	-11
Cc1ccc(-c2nnc(Sc3nc4ccccc4o3)c3ccccc23)cc1	1	-6	0.4	-3	-18	-6	20	0	-17
O=C(Nc1ccccn1)NC12CC3CC(CC(C3)C1)C2	-15	-26	2.7	22	-36	3	29	2	-18
CCn1nc(C(=O)N[C@@H](CCSC)c2nc3ccccc3[nH]2)c2ccccc2c1=O	5	17	1.7	1	-15	-4	-4	8	6
CC(C)Oc1ccc(C(=O)Nc2c3c(nn2-c2ccccc2)CS(=O)(=O)C3)cc1	-7	1	0.2	-2	-19	-4	10	-18	-4

Single records, as listed above. Values in the order: OXTR potentiator	CHRM1 antagonist	CHO-K1 Ca ag	TAAR1 ag	CHO parental Ca	M1 ag	CHO-K1 Ca PAM	TAAR1 antagonist	CHO-K1 Ca antag
`COc1ccc(OC)c(C2NC(=O)NC(C)=C2C(=O)Nc2ccc(C)cc2C)c1` (stereo not given) is listed as -13	5	0.3	0	-10	-6	-5	-3	-12
`COc1ccccc1-c1cc(C(=O)N2CCOCC2)no1` is listed as 6	1	-0.7	4	-11	-5	0	-29	-19

Further structures:
SMILES	OXTR potentiator	CHRM1 antagonist	CHO-K1 Ca ag	TAAR1 ag	CHO parental Ca	M1 ag	CHO-K1 Ca PAM	TAAR1 antagonist	CHO-K1 Ca antag
COC1CCCN(C(=O)c2ccc3oc(Cc4ccc(Cl)cc4)nc3c2)C1 (stereo not given)	-3	-9	1.0	0	-18	-2	-13	-16	-3
C/C(=N\NC(=S)NC1CCCCC1)c1ccc(O)cc1	-15	11	-0.1	4	10	-3	-17	-4	6
Fc1ccc(CNc2cnccn2)cc1	-9	-6	0.3	6	3	-2	11	-8	-2
Cn1nccc1-c1ccc(C(=O)NCc2ccc(Cl)cc2)c2occc12	.	11	5.2	.	.	-2	-12	.	-2
CCOC(=O)N1CCC(NC(=O)CS(=O)Cc2nc(-c3ccc(Cl)cc3)oc2C)CC1 (stereo not given)	0	-9	3.2	0	-25	-3	15	-9	-17
CC(C)(C)C1CCC(=NNc2ccc(S(N)(=O)=O)cc2[N+](=O)[O-])CC1 (stereo not given)	-2	-8	-0.2	10	0	-7	15	-6	-4
Cc1cc(C)c2nc3sc(=Cc4ccc(-c5ccccc5C(=O)O)o4)c(=O)n3c2c1	.	-20	2.6	2	.	-1	29	-12	-9
O=C(CNC(=O)[C@@H]1Cc2ccccc2CN1)NC1CCCC1	-4	1	1.1	0	2	-5	13	-6	-22
O=C(N/N=C\c1cccnc1)C1c2ccccc2Oc2ccccc21	-3	-4	1.3	9	-24	0	0	6	-3
O=C(CCCCC(=O)NCCc1ccccc1)NCCc1ccccc1	0	-6	0.2	10	-10	-2	-1	2	5
CC(=O)Nc1ccc(NC(=O)COc2ccc(Cl)cc2Cl)cc1	-14	16	8.7	10	-12	-2	19	20	2
Cc1ccc(-c2cc(C(F)(F)F)n3nc(C(=O)NCCCn4ccnc4)cc3n2)cc1C	-6	3	0.3	13	-41	-8	2	-13	0
Cc1ccc(NC(=O)c2ncn(CCCNCCCc3ccccc3)n2)cc1C	.	-5	1.9	12	.	18*	22	-12	-17
COCCCNCC(O)COc1ccccc1F (stereo not given)	-14	-6	2.0	6	1	-6	24	-20	-11
Cc1ccc(N(Cc2cc3ccccc3[nH]c2=O)C(=O)c2cccs2)cc1C	-10	-1	0.2	0	-15	-2	-8	-17	-14
O=C(c1ccc(NS(=O)(=O)c2cccc(F)c2)cc1)N1CCCC1	-6	0	4.8	0	1	-1	2	-3	10
CC(C)(C)C(=O)Nc1nc2c(c(=O)[nH]1)CCCC2	3	6	0.4	2	3	-2	20	11	-2
Cc1cccc(NC(=O)c2ncn3c2C(=O)NC[C@@H]3C)c1	.	-13	0.7	1	.	-2	24	-16	-9
COc1ccc(C)cc1NC(=O)CN1C(=O)c2cccc3cccc1c23	-18	6	0.0	19	-14	-1	-4	4	10
CCOC(=O)/C(=N/Nc1ccc(Br)cc1)N1CC(C)OC(C)C1 (stereo not given)	.	-3	-0.6	32	.	-3	3	-6	2
CC(NC(=O)CSc1nc(C2CC2)n(-c2ccccc2)n1)c1ccco1 (stereo not given)	-5	-3	0.2	5	-4	-6	15	4	-21
